Assay outcomes from PubChem.
BLM helicase inh: Bloom syndrome helicase (human) inhibition | AID 2528 | recombinant BLM DNA unwinding, fluorescence dequenching | Potency, µM (titrated, usually from 56.1 µM), inactives show at the highest dose activity change, negative = inhibition, most hits filed as inhibitors | 0.2% of 350,000 active | P54132;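 note: potency is the fitted concentration of half-maximal effect; plate controls were vehicle for no effect and no enzyme for full effect; nearly all actives have a fitted effect of over 35% in size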
Anesthetic bind: binds horse apoferritin like a general anesthetic; P02791; apoferritin/1-aminoanthracene competitive binding, fluorescence; Potency, µM (top dose mostly 77.5 µM), inactives show at the top dose activity change, negative = displacement, most hits filed as inhibitors; 0.074% of 350,000 active; note: potency is the fitted concentration of half-maximal effect; % is set by controls: 0 for no effect and ±100 for the full control effect; nearly all actives have a fitted effect of over 20% in size
Target sequence (P02791 2-175 limits assumed): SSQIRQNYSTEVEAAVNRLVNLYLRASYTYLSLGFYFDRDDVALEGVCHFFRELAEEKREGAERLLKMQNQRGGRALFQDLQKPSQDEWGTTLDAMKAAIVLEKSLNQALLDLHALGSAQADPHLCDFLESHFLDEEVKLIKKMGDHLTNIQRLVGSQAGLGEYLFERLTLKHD
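10 uM apoferritin + 50% sat. 1-AMA, PBS; cpd 10 min RT; Ex380/Em535 endpoint; normalized to free probe vs complex; 4-param Hill fit; propofol titration as pos. ctrl.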
Pol eta inh: DNA polymerase eta (human) inhibition; recombinant Pol eta, fluorescent DNA replication assay; 1.2% of 390,000 active; Potency, µM (titrated, usually from 114 µM), without a hit: at the highest dose activity change, negative = inhibition, usual class: inhibitors; AID 588591; note: potency is the fitted concentration of half-maximal effect; % is set by controls: 0 for no effect and ±100 for the full control effect
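Fluorescent replication assay: 50 nM final substrate added after a 15 min room-temperature compound preincubation with 10 nM enzyme. Signal taken at 0 min and again at 10 min.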
Tb PGK inh: inhibitors of T. brucei phosphoglycerate kinase. P07378. PGK/GAPDH coupled, Kinase-Glo luminescence, 60 min. Potency, µM (series often up to 57.5 µM), without a hit: at the top dose activity change, negative = inhibition, usual class: inhibitors. 0.043% of 380,000 active. AID 602233; note: potency is the fitted concentration of half-maximal effect; % is set by controls: 0 for no effect and ±100 for the full control effect; nearly all actives have a fitted effect of over 60% in size
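Recombinant glycosomal PGK reaction used 1,3-bisphosphoglycerate generated in-well by GAPDH (100nM final) in 100mM TEA pH 7.6, 5mM MgCl2, 0.01% Tween-20. After 60 minutes at room temperature, ATP was read by Kinase-Glo Plus luminescence end-point.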
Pol kappa inh: DNA polymerase kappa (human) inhibition | Q9UBT6 | purified Pol kappa, fluorescent DNA synthesis assay, 10 min | Potency, µM (titrated, usually from 107 µM), for the others: top-dose activity, negative = inhibition, actives largely listed as inhibitors | 0.53% of 400,000 active; note: potency is the fitted concentration of half-maximal effect; % is set by controls: 0 for no effect and ±100 for the full control effect
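Enzyme at 10 nM met test compounds for 15 min at room temperature. Substrate addition (50 nM final) began the reaction, which was monitored by fluorescence at 0 and 10 min.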
Pol iota inh: inhibitors of human DNA polymerase iota | Q9UNA4 | Pol iota fluorescent replication assay, 10 min | Potency, µM (titrated, usually from 115 µM), for the others: at the highest dose activity, negative = inhibition, usual class: inhibitors | 1% of 390,000 active; note: potency is the fitted concentration of half-maximal effect
Target sequence (Q9UNA4 whole entry, looked up): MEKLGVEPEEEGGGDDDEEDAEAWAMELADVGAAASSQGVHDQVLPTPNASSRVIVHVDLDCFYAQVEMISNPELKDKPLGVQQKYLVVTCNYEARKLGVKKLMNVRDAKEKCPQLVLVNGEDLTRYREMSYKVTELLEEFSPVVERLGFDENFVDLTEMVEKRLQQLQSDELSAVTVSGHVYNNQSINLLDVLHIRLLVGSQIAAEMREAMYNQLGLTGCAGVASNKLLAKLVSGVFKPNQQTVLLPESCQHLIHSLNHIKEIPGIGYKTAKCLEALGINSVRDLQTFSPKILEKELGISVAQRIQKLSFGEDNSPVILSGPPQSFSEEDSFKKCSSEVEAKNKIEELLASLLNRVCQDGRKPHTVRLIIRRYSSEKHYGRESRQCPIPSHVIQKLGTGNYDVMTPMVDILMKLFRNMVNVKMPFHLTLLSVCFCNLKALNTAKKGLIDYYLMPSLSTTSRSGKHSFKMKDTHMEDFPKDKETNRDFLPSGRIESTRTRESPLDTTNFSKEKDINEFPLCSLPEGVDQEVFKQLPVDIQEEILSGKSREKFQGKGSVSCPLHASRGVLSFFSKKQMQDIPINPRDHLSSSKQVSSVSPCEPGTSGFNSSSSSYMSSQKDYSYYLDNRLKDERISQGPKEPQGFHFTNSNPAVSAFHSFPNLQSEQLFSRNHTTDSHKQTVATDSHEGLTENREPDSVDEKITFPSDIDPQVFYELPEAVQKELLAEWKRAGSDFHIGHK
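Pol iota at 10 nM preincubated 15 min with compounds at room temperature; reaction started with fluorescent substrate, 50 nM final. Fluorescence read kinetically at 0 and 10 min; buffer-only wells as negative control.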
RXFP1 antag: blocks the human relaxin receptor RXFP1 | Q9HBX9 | HEK293-RXFP1, relaxin-stimulated cAMP HTRF, 30 min; hits give low values | activity change, negative = inhibition, % at 57.5 µM | 0.59% of 350,000 active;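 active = activity change of -60% or lower, but not beyond a set lower limit; inconclusive = change between -60% and -40%, or beyond the set limit; inactive = change above -40%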; note: % is set by controls: 0 for no effect and ±100 for the full control effect
Pol beta inh: DNA polymerase beta (human) inhibition | P06746 | Pol beta primer extension/strand displacement, fluorescence kinetic | Potency, µM (titrated, usually from 114 µM), without a hit: at the highest dose activity change, negative = inhibition, hits mostly inhibitors | 1.3% of 340,000 active; note: potency is the fitted concentration of half-maximal effect; % is set by controls: 0 for no effect and ±100 for the full control effect
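Pol beta (10 nM) was preincubated with compound for 15 min at room temperature. The reaction was then started with 50 nM substrate and read immediately and after a further 10 min at room temperature.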
APE1 inh: inhibitors of human APE1 endonuclease; 0.35% of 350,000 active; Potency, µM (top dose mostly 65.8 µM), without a hit: at the highest dose activity change, negative = inhibition, most hits filed as inhibitors; AID 2517; recombinant APE1, TAMRA/BHQ-2 abasic DNA cleavage fluorescence; P27695;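 note: potency is the fitted concentration of half-maximal effect; plate controls were vehicle for no effect and reference inhibitor for full effect; nearly all actives have a fitted effect of over 55% in size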
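0.75 nM APE1 + cpd, 15 min RT; start w/ 50 nM TAMRA/BHQ-2 THF-abasic dsDNA; kinetic fluor 525/598 nm ×3 reads @60 s; Δ(read3−read1); normalized to DMSO and NSC13755 control wells.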
An asterisk follows results filed as active; i = inactive; ? = inconclusive; . = no result given; [ ] = another dose, or the depositor's remark. Unless noted, calls come from the whole dose curve; as a rule, active = well fitted curve in the direction sought with a large enough effect; inconclusive = small, poorly fitted or top-dose-only effect, or another doubt; inactive = no such curve, though single readings can be large; an effect the other way counts as inactive or inconclusive. Some of the compounds tested; the hit share may differ from the screen's.

1. C[C@]12CC[C@@H]3c4ccc(O)cc4C(=O)C[C@H]3[C@@H]1CC[C@@H]2O
2. CCNC(=S)N(Cc1ccco1)Cc1cc2cc3c(cc2[nH]c1=O)OCCO3
3. O=C(Nc1nccs1)c1ccc2c(=O)n3c(nc2c1)CCCCC3
4. CC1(C)CC(NC(=O)N2c3ccccc3Sc3ccccc32)CC(C)(C)N1
5. Cn1c(SCC(=O)N2CCOCC2)nnc1-c1cccc(NC(=O)c2ccccc2)c1
6. Cc1ccc(-c2nc3ccccc3s2)cc1NC(=S)NC(=O)c1ccccc1

assay / compound,1,2,3,4,5,6
BLM helicase inh,-2%,-2%,7%,-4%,-3%,-4%
Anesthetic bind,-9%,-10%,0%,-13%,-9%,-8%
Pol eta inh,-15%,-18%,-5%,-20%,-8%,-15%
Tb PGK inh,-3%,-12%,-11%,-15%,0%,-9%
Pol kappa inh,-6%,0%,-5%,-2%,0%,-1%
Pol iota inh,19%,18%,16%,-7%,14%,11%
RXFP1 antag,.,7,11,-19,2,-13
Pol beta inh,-3%,-10%,2%[57.1 µM],0%,-1%,66%
APE1 inh,-2%,2%,13%,6%,9%,-2%

7. CCOc1ccc(-n2c(-c3ccccc3)c[n+]3c2CCC3)cc1
8. Cc1cc(C)cc(NC(=O)COC(=O)CN=C2NS(=O)(=O)c3ccccc32)c1
9. CCCNNC(=O)C(O)(c1ccccc1)c1ccccc1
10. COc1cccc(N2CCN(c3ccc4nnc(CCC(=O)Nc5ncccc5C)n4n3)CC2)c1
11. Cc1ccc(S(=O)(=O)Nc2ccc3c(c2)CC(=O)N([C@H](C)CO)C[C@@H](C)[C@H](CN(C)S(=O)(=O)c2ccccc2)O3)cc1
12. CN1CCN(C(=O)/C(=C\c2ccccc2)c2ccccc2)CC1

assay / compound,7,8,9,10,11,12
BLM helicase inh,16%,2%,1%,1%,.,-1%
Anesthetic bind,-10%,-12%,-3%,-15%,.,-13%
Pol eta inh,-2%,-11%,-10%,-5%,-16%,5%
Tb PGK inh,-2%,-12%,-4%,-2%,2%,-3%
Pol kappa inh,-13%,2%,-13%,-3%,-14%,-12%
Pol iota inh,25%,-14%,-1%,-1%,-2%,14%
RXFP1 antag,2,-5,7,14,.,3
Pol beta inh,-1%,19%,-26%[57.1 µM],88%,.,29%
APE1 inh,0%,9%,-1%,17%,16%,11%

Some of these compounds in order of their number in Tb PGK inh, lowest first:
nr | structure | BLM helicase inh | Pol eta inh | Tb PGK inh | Pol kappa inh | Pol iota inh | RXFP1 antag | Pol beta inh
8 | Cc1cc(C)cc(NC(=O)COC(=O)CN=C2NS(=O)(=O)c3ccccc32)c1 | 2% | -11% | -12% | 2% | -14% | -5 | 19%
9 | CCCNNC(=O)C(O)(c1ccccc1)c1ccccc1 | 1% | -10% | -4% | -13% | -1% | 7 | -26%[57.1 µM]
12 | CN1CCN(C(=O)/C(=C\c2ccccc2)c2ccccc2)CC1 | -1% | 5% | -3% | -12% | 14% | 3 | 29%

The results go on:
13. NCCCC[C@H]1CN=C(N)N1CCCCC1CCCCC1
14. NNc1nc(NCc2ccccc2)nc(N2CCOCC2)n1
15. Clc1cc(Br)ccc1OCCCn1ccnc1
16. NC(=O)CCN1CCN(Cc2nc(C(c3ccccc3)c3ccccc3)no2)CC1
17. Cc1ccc(Cn2cc(S(=O)(=O)c3ccc(C(C)C)cc3)c(=O)c3cc4c(cc32)OCO4)cc1
18. CCn1c(CC(=O)Nc2ccccc2F)nnc1SCC(=O)NC1CCCCC1

assay / compound,13,14,15,16,17,18
BLM helicase inh,.,0%,0%,-2%,1%,-4%
Anesthetic bind,.,8%,-16%,-7%,-13%,1%
Pol eta inh,-12%,-15%,-2%,4%,-19%,?
Tb PGK inh,-10%,0%,-4%,0%,i,3%
Pol kappa inh,12%,-5%,-11%,-3%,0%,?
Pol iota inh,12%,2%,181%[activator],27%,-11%,?
RXFP1 antag,.,4,-6,3,-16,?
Pol beta inh,.,-2%,16%,-14%,14%[57.1 µM],2%
APE1 inh,.,4%,-9%,4%,1%,21%

19. Cc1ccccc1OCCOc1cccc(/C=N/NC(=O)Cc2nnc(N)s2)c1
20. CC(C)COC(=O)Cc1c(O)c2ccccc2[nH]c1=O
21. C=CCOc1ccc(-c2n[nH]c(=S)o2)cc1
22. COc1cc(S(=O)(=O)NCCc2c(C)[nH]c3ccc(C)cc23)ccc1Br
23. O=C1OCc2ccc([N+](=O)[O-])cc21
24. CCc1c(C)sc(NC(=O)c2cc(C)on2)c1C#N

assay / compound,19,20,21,22,23,24
BLM helicase inh,0%,-1%,-4%,-13%,.,0%
Anesthetic bind,?,-9%,0%,6%,.,-16%
Pol eta inh,?,-6%,-18%,-18%,-16%,-13%
Tb PGK inh,0%,-4%,4%,3%,-4%,2%
Pol kappa inh,-2%,4%,1%,-5%[60.1 µM],-3%,-7%
Pol iota inh,-1%,27%,156%[activator],-11%,-4%,2%[58.9 µM]
RXFP1 antag,-17,2,-26,-10,-16,14
Pol beta inh,-5%,11%,27%,-8%,.,3%
APE1 inh,-5%,1%,9%,.,.,-1%

Random excerpt: two compounds from above.
23. O=C1OCc2ccc([N+](=O)[O-])cc21
20. CC(C)COC(=O)Cc1c(O)c2ccccc2[nH]c1=O

assay / compound,23,20
BLM helicase inh,.,-1%
Anesthetic bind,.,-9%
Pol eta inh,-16%,-6%
Tb PGK inh,-4%,-4%
Pol kappa inh,-3%,4%
Pol iota inh,-4%,27%
RXFP1 antag,-16,2
Pol beta inh,.,11%
APE1 inh,.,1%

Going on with the list.
25. CCOP(=O)(OCC)c1nc(-c2ccccc2)oc1N1CCCCC1
26. O=C(Nc1ccc([N+](=O)[O-])cc1)C(Cc1ccccc1)N1C(=O)c2cccc3cccc(c23)C1=O (stereo not given)
27. O=C(Nc1cccc(C(=O)O)c1)Nc1ccccc1Cl
28. O=C(/C=C/N1CCOCC1)c1coc2ccccc12
29. CCOc1ccc(S(=O)(=O)Nc2cc(C)ccn2)c2ccccc12
30. CC(C)c1nc2ccc(C(=O)NCc3ccc(N(C)C)cc3)cc2o1

assay / compound,25,26,27,28,29,30
BLM helicase inh,-13%,-28%,-2%,-2%,-2%,-2%
Anesthetic bind,-2%,-3%,-1%,?,-15%,-12%
Pol eta inh,-7%,-18%,-5%,-4%,3%,-13%
Tb PGK inh,-7%,-9%,-8%,-16%,-8%,9%
Pol kappa inh,6%,-14%,-3%,-6%,6%,-8%[60.1 µM]
Pol iota inh,-9%,20%,19%,9%,5%,25%
RXFP1 antag,-7,-11,6,.,-3,-7
Pol beta inh,19%,7%,-9%,9%,27%,-8%
APE1 inh,16%,8%,1%,11%,0%,.

31. O=C(NCc1ccccc1Br)c1ccc2c(c1)nc1n2CCOC1
32. O=C(COC(=O)c1cccc(Cl)c1)NCc1ccccc1
33. COc1cccc(CNS(=O)(=O)c2ccc3c(c2)C(C)(C)C(=O)N3C)c1
34. O=C(CN(Cc1ccccc1)S(=O)(=O)c1ccc(Br)cc1)NCC1CCCO1 (stereo not given)
35. Cc1ccc(C)c(S(=O)(=O)c2nnn3c2nc(Nc2ccc(C)c(C)c2)c2ccccc23)c1
36. c1ccc(-c2cc3c(-n4cccc4)ncnc3o2)cc1

assay / compound,31,32,33,34,35,36
BLM helicase inh,0%,.,-2%,-3%,1%,-2%
Anesthetic bind,-11%,.,5%,-3%,2%,-12%
Pol eta inh,-13%,-20%,-18%,-11%,-8%,?
Tb PGK inh,9%,-3%,-4%,1%,-2%,-1%
Pol kappa inh,-11%[60.1 µM],-13%,?,-2%,-15%,?
Pol iota inh,3%,19%,-22%,136%[activator],-2%,79µM*
RXFP1 antag,-9,-4,21,2,-12,.
Pol beta inh,1%,.,?,40%,-1%,-11%
APE1 inh,.,-4%,36%,51%,.,-2%

37. CC(=O)Nc1ccc(S(=O)(=O)N(C)CC(=O)OCC(=O)c2ccc3c(c2)NC(=O)CO3)cc1
38. Cc1ccc(NC(=O)c2ccco2)cc1NC(=O)CSc1nnc(-c2cccs2)n1C
39. Cc1ccc(CNS(=O)(=O)c2ccc3c(c2)OCCO3)cc1
40. O=C(COC(=O)c1c[nH]c2ccccc12)NC1CCCCC1
41. CCn1c(=O)c([N+](=O)[O-])c(NCCCn2ccnc2)c2ccccc21
42. COc1ccc(C2CC(c3ccccc3)=NN2C(=O)COC(=O)c2cc(S(=O)(=O)N3CCOCC3)ccc2F)cc1 (stereo not given)

assay / compound,37,38,39,40,41,42
BLM helicase inh,.,1%,0%,.,-1%,-2%
Anesthetic bind,.,-4%,3%,.,0%,1%
Pol eta inh,-9%,-7%,3%,-14%,-3%,-10%
Tb PGK inh,i,3%,-1%,-8%,3%,-4%
Pol kappa inh,6%,-13%,-8%,4%,-12%,-3%
Pol iota inh,-13%,12%,13%,17%,3%[58.9 µM],13%
RXFP1 antag,3,-3,.,-10,1,-5
Pol beta inh,.,-2%,-7%,.,-19%,3%
APE1 inh,45%[activator],-9%,-3%,-7%,-1%,-1%

43. O=C(COc1ccccc1)Nn1c(-c2ccccc2)nc2ccccc2c1=O
44. CC(C)(C)c1ccc(OCC(O)CN(CCO)CC(O)Cn2ccc3ccccc32)cc1 (stereo not given)
45. CCCCCn1c(=NC(=O)c2cccnc2)c(C#N)cc2c(=O)n3cccc(C)c3nc21
46. O=C1C(Cl)=C(NCCCN2CCOCC2)C(=O)N1CCc1ccccc1
47. Cc1ccc(C(=O)c2c(N)c(C(=O)Nc3ccccc3Cl)c3ccccn23)cc1
48. Cc1ccc(S(=O)(=O)N2CCN(C(=O)COC(=O)c3ccc(Cl)nc3)CC2)c(C)c1
49. CCN(CC)c1ccc(/C=N/n2c(C)cc(C)cc2=O)cc1

assay / compound,43,44,45,46,47,48,49
BLM helicase inh,0%,-3%,.,0%,-1%,.,-7%
Anesthetic bind,-7%,-13%,.,-4%,-11%,.,?
Pol eta inh,3%,3%,-14%,-19%,.,-9%,-16%
Tb PGK inh,i,-6%,i,-2%,.,-8%,2%
Pol kappa inh,-2%,8%,8%,-11%,0%,14%,0%
Pol iota inh,98%[activator],23%,22%,20%,1%,-13%,23%
RXFP1 antag,9,-11,-18,8,-2,-6,19
Pol beta inh,3%,0%,.,-4%,53%,.,9%
APE1 inh,-3%,?,.,0%,.,32%,-4%
